# SUMO1-SIM PPI: modulators of SUMO1 protein-protein interactions, primary screen, biochemical, uHTS | AID 602429, 2012 | Small ubiquitin-related modifier 1 (Homo sapiens), P63165 | 0.33% of 360,000 active | SUMO1 binding to a labelled peptide, TR-FRET, 1 h | inhibition, % at 20 µM; in the data active means inhibition above about 37%
# Target sequence (P63165 whole entry, looked up): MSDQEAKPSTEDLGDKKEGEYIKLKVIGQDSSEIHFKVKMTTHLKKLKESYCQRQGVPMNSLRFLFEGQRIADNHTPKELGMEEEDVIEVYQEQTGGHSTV
# Scp1 inh: Scp-1 phosphatase inhibitors, primary screen, biochemical, colorimetric, uHTS | inhibition, % at 20 µM | 0.88% of 340,000 active | Carboxy-terminal domain RNA polymerase II polypeptide A small phosphatase 1 (Homo … | Recombinant Scp1, phosphopeptide, malachite green phosphate absorbance;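 active means inhibition above about 50% at 20 µM, limit read from the data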;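 further: plate controls were DMSO wells with enzyme for no effect and wells lacking enzyme for full effect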
# Target sequence (Q9GZU7 76-261 limits assumed): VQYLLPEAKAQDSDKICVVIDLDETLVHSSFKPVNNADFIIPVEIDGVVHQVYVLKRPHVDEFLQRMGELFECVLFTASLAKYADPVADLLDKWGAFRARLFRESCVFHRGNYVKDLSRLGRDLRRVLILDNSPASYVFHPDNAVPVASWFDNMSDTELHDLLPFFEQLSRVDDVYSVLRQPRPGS
#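 System: truncated SCP-1 phosphatase (76-261aa); medium: Tris acetate buffer pH 5.5 with MgCl2 and Tween-20; incubation: 45 min room-temperature reaction, 5 min colour, 30 min stabiliser; compound: single 20 µM dose, 1% DMSO; reagent: Phosphorylated 17-residue peptide substrate; read-out: % inhibition at 20 µM; technique: colorimetric free-phosphate detection, absorbance 630 nm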
# NadD inh: inhibitors of S. aureus NadD, primary screen, biochemical, colorimetric, uHTS; 0.78% of 360,000 active; AID 602399, 2012; inhibition, % at 20 µM; purified NadD enzyme, colorimetric absorbance read-out; Nicotinate-nucleotide adenylyltransferase NadD (Staphylococcus aureus N315); in the data active means inhibition above about 26%; further: some compounds past the cut are filed as inactive
# MsrA inh: bovine MsrA enzyme inhibitors, primary screen, biochemical, absorbance, HTS | purified bovine MsrA, absorbance read-out | inhibition, % at 15.5 µM | 0.75% of 360,000 active | AID 651718, 2012; in the data active means inhibition above about 4.5%;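 further: 0% = vehicle wells with enzyme and 100% = reference inhibitor wells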
# LMPTP block: LMPTP phosphatase inhibitors, primary screen, biochemical, fluorescence intensity, uHTS; Low molecular weight phosphotyrosine protein phosphatase (Homo sapiens), P24666; inhibition, % at 20 µM; 0.22% of 360,000 active; recombinant LMPTP-A, OMFP fluorogenic substrate;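 active means compounds that cut the enzyme signal by at least half of the control window in the single-dose screen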;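 further: plate controls were DMSO wells with enzyme plus substrate for no effect and substrate without enzyme for full effect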
# Target sequence (P24666 whole entry, looked up): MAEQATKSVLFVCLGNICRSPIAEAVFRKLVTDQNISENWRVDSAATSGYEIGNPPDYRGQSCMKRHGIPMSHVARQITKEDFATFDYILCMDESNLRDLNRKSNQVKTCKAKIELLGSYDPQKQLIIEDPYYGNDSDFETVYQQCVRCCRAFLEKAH
#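 test system = LMPTP-A | amount = 0.625 nM LMPTP-A final | reagent = fluorogenic phosphatase substrate OMFP at 400 µM final | incubation = 50 min at room temperature | benchmarks = no-enzyme low control, uninhibited high control | medium = Bis-Tris pH 6.0, DTT, detergent | signal = fluorescence intensity of OMFP turnover product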
# DNMT1 block: human DNMT1 methyltransferase inhibitors, primary screen, biochemical, molecular beacon, fluorescence, HinP1I cleavage, uHTS; 0.83% of 360,000 active; inhibition (reported as % activation of signal), % at 10 µM; DNA (cytosine-5)-methyltransferase 1 (Homo sapiens), P26358; in the data active means inhibition above about 50%
# CSN deneddyl inh: inhibitors of CSN-mediated cullin deneddylation, primary screen, biochemical, fluorescence polarization, uHTS; COP9 signalosome complex subunit 5 (Homo sapiens), Q92905; Purified CSN, SCF-Nedd8-OG deneddylation; inhibition, % at 12.5 µM; 0.38% of 360,000 active; AID 651999, 2013;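 active means pattern-corrected inhibition above about 35%, with an unprinted fluorescence ratio check between 0.5 and 1.5, limit read from the data, passing the limit was not always enough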;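 further: 0% = enzyme with substrate and 100% = substrate without enzyme; some results filed as inactive read as strong as hits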
#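 assay system = purified human Csn5 enzyme expressed in HEK293T cells | amount = 0.24 nM enzyme | buffer or medium = Tris/NaCl/DTT buffer, pH 7.5 | reagent = 10 nM SCFSkp2-Nedd8OG | compound = one concentration, 12.5 µM, 0.25% DMSO | times = 90 min reaction at room temperature | signal = FP | read-out basis = % inhibition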
# TbMetRS inhib: T. brucei MetRS inhibitors, primary screen, biochemical, luminescence; inhibition, % at 11.9 µM; methionyl-tRNA synthetase (Trypanosoma brucei brucei); 0.4% of 360,000 active; purified T. brucei MetRS, ATP depletion, Kinase-Glo luminescence;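 active means inhibition above a per-plate cutoff of the control wells' mean inhibition plus 3 SD, cut at about 5.5% in these data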;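 further: 0% = DMSO wells median and 100% = median of wells with control inhibitor compound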
#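 Material – parasite MetRS enzyme · Medium – HEPES-MgCl2-KCl buffer plus DTT, spermine, BSA, pyrophosphatase · Reagent – ATP, methionine and E. coli bulk tRNA substrates · Times – 15 min enzyme-compound preincubation, 2 h reaction, 10 min detection, 25 °C · Measured by – luminescence of leftover ATP · Evaluation – percent inhibition relative to median high and low control wells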
# Rpn11 inh: Rpn11 (PSMD14) deubiquitinase inhibitors, primary screen, biochemical, fluorescence polarization, uHTS; AID 588493, 2011; 0.59% of 360,000 active; 26S proteasome non-ATPase regulatory subunit 14 (Homo sapiens), O00487; calls only at 20 µM; human 26S proteasome, Ub4-pepOG fluorescence polarization; 20S core pre-blocked with epoxomicin;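 active means inhibition at 20 µM, scaled to each plate's controls, above about 33%, limit read from the data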
# Target sequence (O00487 whole entry, looked up): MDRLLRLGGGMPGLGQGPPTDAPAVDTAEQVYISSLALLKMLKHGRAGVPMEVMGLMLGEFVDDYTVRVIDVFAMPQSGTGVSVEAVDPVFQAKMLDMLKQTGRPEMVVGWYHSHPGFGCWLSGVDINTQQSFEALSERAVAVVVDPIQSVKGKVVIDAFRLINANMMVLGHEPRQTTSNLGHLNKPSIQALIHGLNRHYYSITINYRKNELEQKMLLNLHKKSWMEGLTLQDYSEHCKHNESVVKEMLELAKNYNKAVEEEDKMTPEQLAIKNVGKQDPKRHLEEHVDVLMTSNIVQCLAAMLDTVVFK
# STEP inh: STEP phosphatase inhibitors, primary screen, biochemical, fluorescence intensity, uHTS; recombinant STEP, OMFP fluorogenic substrate; inhibition, % at 20 µM; 0.25% of 360,000 active; AID 588621, 2011;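 active means inhibition at 20 µM, scaled per plate between control wells, above about 37%, limit read from the data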;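 further: 0% = DMSO with enzyme and substrate and 100% = substrate only without enzyme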
#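 Assay system: isolated STEP enzyme / Timing: 20 min at room temperature, dark / Doses: 20 µM, 1% DMSO / Technique: fluorescence intensity, excitation 480 nm, emission 540 nm / Reagent: fluorogenic phosphatase substrate OMFP at 25 µM final / Measure: percent inhibition scaled to no-enzyme and uninhibited-enzyme controls, plate-pattern corrected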
# Active calls of the source: *; i = inactive; . = no result given.
# Order of results: SUMO1-SIM PPI	Scp1 inh	NadD inh	MsrA inh	LMPTP block	DNMT1 block	CSN deneddyl inh	TbMetRS inhib	Rpn11 inh	STEP inh
1. CC(OC(=O)CN1C(=O)C2CCCCC2C1=O)C(=O)Nc1ncc(Cl)cc1Cl (configuration not stated)
→ -2	0	-8	1.2	-1.7	-1	4	-0.6	i	-2
2. CCOC(=O)N1CCN(c2ncnc3scc(-c4ccc(Cl)cc4)c23)CC1
→ 5	-1	7	.	1.8	0	4	-1.9	i	1
3. Cc1nc([N+](=O)[O-])c(SCC(N)=O)n1Cc1ccccc1
→ -6	-7	-10	0.4	-0.4	2	8	-0.4	i	-2
4. O=C(NCCCN1CCCC1=O)c1ccc2c(=O)n(Cc3ccco3)c(=S)[nH]c2c1
→ 7	-7	5	-0.9	1.0	-1	17	0.5	i	1
5. CC(C)(C)C1CCc2c(sc3nc(SCC(N)=O)nc(N)c23)C1 (configuration not stated)
→ 1	6	-2	2.7	0.8	4	1	-1.7	i	8
6. Cc1ccc(NC(=O)CNc2cccc(S(=O)(=O)N3CCCC3)c2)cc1F
→ 30	-4	-4	-0.3	1.1	1	4	0.1	i	2
7. Nc1ccc(CCS(N)(=O)=O)cc1
→ 0	2	-1	0.1	-1.7	2	-4	0.8	i	2
8. CCOc1ccc(-n2c(-c3ccco3)nc3c(cnn3-c3ccc(C)cc3)c2=O)cc1
→ -11	-11	-5	0.2	4.1	-1	6	-0.9	i	0
9. CCc1nc2c(OCc3ccc(F)cc3)cccn2c1N(C)C(=O)C(C)C
→ -5	.	0	1.1	0.2	-4	4	-0.1	i	2
10. Cc1nn2c(=O)cc(COC(=O)c3c(F)cccc3Cl)nc2s1
→ -1	0	1	0.1	-0.1	7	-6	-0.5	i	1
11. O=C(Nc1nccs1)c1ccc(-c2ccccc2Cl)o1
→ -3	1	5	0.7	1.5	-7	4	-0.9	i	-2
12. O=C(NCC1CCOCC1)c1ccc(OC2CCN(Cc3ccccn3)CC2)cc1
→ -1	-4	-5	2.0	-1.4	3	-5	-0.5	i	-2
13. CC1CCCN(C(=O)CSc2ncccn2)C1 (configuration not stated)
→ 3	-3	-7	0.9	-0.1	0	2	0.1	i	-2
14. CC1CCC2(CC1)NC(=O)c1ccccc1O2 (configuration not stated)
→ 1	1	-3	-1.2	-3.1	3	3	-1.1	i	-16
15. CC(C)c1ccc(OCC(=O)Nc2ccc3oc(=O)ccc3c2)cc1
→ 4	-10	-2	-0.9	0.0	1	-6	0.0	i	1
16. CC1CC(C)CN(S(=O)(=O)N2CCCC(C(=O)NCc3ccccc3Cl)C2)C1 (configuration not stated)
→ 0	-3	-5	0.8	-0.1	1	1	-0.7	i	-1
17. CCCc1[nH]nc2c1C(CCC)C(C#N)=C(N)O2 (configuration not stated)
→ -1	-4	8	0.2	-0.5	-7	0	-1.3	i	-3
18. Cc1ccc(OCc2ccc([N+](=O)[O-])cc2)c([N+](=O)[O-])n1
→ -6	20	5	0.2	7.2	5	-2	-0.2	i	0
19. Cc1ccc(NC(=O)CC2OC(=O)c3ccccc32)cc1S(=O)(=O)N1CCCCCC1 (configuration not stated)
→ 1	-7	-5	0.1	-0.7	-9	1	0.3	i	0
20. O=C(N1CCOCC1)N1c2ccccc2Sc2ccccc21
→ 1	-3	-5	-0.5	0.9	2	1	-0.3	i	1
21. CCCCNC(=O)NS(=O)(=O)c1ccc(C)cc1
→ 4	-1	-1	-0.5	-1.8	-3	-4	-0.5	i	3
22. CCS(=O)(=O)N1CCN(c2ncnc3sc(C)c(C)c23)CC1
→ -1	0	2	0.4	0.1	-1	-5	0.6	i	1
23. COc1ccc(C)cc1NC(=O)COC(=O)c1ccc([N+](=O)[O-])o1
→ -5	-8	-9	0.1	-1.4	-5	-13	-0.8	i	-3
24. CC(C)(C)c1nnc(NC(=O)Cc2ccc(Br)cc2)s1
→ -4	-7	-5	-0.9	0.4	-6	-14	-0.4	i	-2
25. CCCCN(C(=O)c1ccc2c(c1)S(=O)(=O)N=C1CCCCCN12)c1c(N)n(CC(C)C)c(=O)[nH]c1=O
→ 5	-6	2	1.8	-1.1	-3	0	-0.5	i	-2
26. COc1cc(OC)cc(C(=O)NC(C)CNc2ccc(Cl)cc2[N+](=O)[O-])c1 (configuration not stated)
→ -47	-13	-15	-0.4	1.9	-2	-6	-0.6	i	1
27. Cc1ccccc1Cn1c(C(C)O)nc2ccccc21 (configuration not stated)
→ 0	1	7	-0.6	-0.1	0	-4	-0.9	i	-3
28. Cc1ccc(CC2CC(=O)N(c3ccc(Cl)cn3)C2=O)cc1 (configuration not stated)
→ 0	-5	-7	-0.5	0.5	-1	-1	-1.0	i	-3
29. O=S(=O)(NC(=NCc1ccccc1)c1ccccc1)c1ccc(Br)cc1
→ 4	-9	-6	-0.4	0.8	-1	2	0.3	i	0
30. COc1ccc(N(CC(=O)N2CCN(c3ccccc3)CC2)S(=O)(=O)c2c(C)noc2C)cc1
→ 11	-7	-1	0.1	0.0	-1	-6	-0.5	i	3
31. CCOc1ccc(N=Nc2cc(C(C)C)ccc2O)cc1
→ -4	-21	7	-1.0	3.6	1	-4	-0.9	i	4
32. O=C(COc1ccc2c3c(c(=O)oc2c1)CCC3)N1CCCC1
→ -11	-10	2	-0.2	-0.6	0	-2	-0.3	i	-3
33. CC(NC(=O)c1ccc2c(c1)S(=O)(=O)N=C1CCCCCN12)c1ccc(S(N)(=O)=O)cc1 (configuration not stated)
→ -3	-2	-5	-0.3	-0.4	1	-3	-0.6	i	-2
34. CN(CCCS(=O)(=O)[O-])c1ccc(/C=C/c2ccc3ccccc3[n+]2C)cc1
→ -39	36	10	0.7	1.1	6	1	-0.1	i	1
35. Cc1cc(C)n2c(SCC(=O)NC3CCCCC3)nnc2n1
→ 0	-11	-5	1.0	0.2	-5	3	-0.2	i	0
36. Cc1nc2ccccc2c(=O)n1NC(=O)c1ccc(Cl)c(Cl)c1
→ 9	8	-7	0.3	-1.4	3	-1	-1.1	i	0
37. CN(CC(=O)Nc1cccc(S(=O)(=O)NC2=NCCC2)c1)Cc1cccc(F)c1
→ 5	-8	-3	-0.8	-0.5	3	-7	-0.1	i	-2
38. CC(C)CNC(=S)N(CCN(C)C)Cc1cc2cc3c(cc2[nH]c1=O)OCCO3
→ -1	1	2	2.0	-2.4	-4	2	-0.3	i	0
39. O=C(Nc1ccccc1Cl)c1cc(S(=O)(=O)N2CCCCC2)ccc1N1CCOCC1
→ -5	-7	-2	0.7	-0.4	-1	-2	-0.6	i	0
40. Cc1nc2c(OCc3cccc(Cl)c3)cccn2c1N(C)Cc1cccs1
→ 7	.	3	-1.0	6.5	-4	-1	-0.2	i	5
41. CC(C)CCNC(=O)Cn1c(=O)oc2cc(S(=O)(=O)N3CC(C)CC(C)C3)ccc21 (configuration not stated)
→ 4	-7	1	0.3	0.4	47	3	0.3	i	-3
42. Cc1cc(C)c(S(=O)(=O)N2CCOC2CNC(=O)C(=O)NCc2ccncc2)c(C)c1 (configuration not stated)
→ -7	-6	5	0.6	-2.0	1	4	-0.4	i	3
43. Cc1noc(C)c1CCC(=O)Nc1c(C(C)C)cccc1C(C)C
→ 5	0	3	-0.3	0.0	8	1	0.2	i	-3
44. COc1ccccc1NC(=O)CN1CCN(CC(=O)Nc2ccc(F)cc2)CC1
→ -1	0	-2	-0.9	-2.5	-2	3	-1.5	i	-1
45. COc1cccc(C(=O)N2CCN(Cc3ccc4c(c3)OCO4)CC2)c1OC
→ 0	2	3	0.1	-0.5	5	10	-1.0	i	0
46. COC(=O)CCC(=O)COc1ccc(OC)cc1C#N
→ -8	-1	0	1.0	-1.6	6	8	-1.0	i	-6
47. C=CCN(C(=O)c1ccc(Cl)cc1)c1ccccc1C(=O)NCC(=O)O
→ 0	-4	-2	-0.8	-0.9	2	2	-0.9	i	0
48. N=c1c2c(n(Cc3ccc(F)cc3)c3c1CCC3)CCCC2
→ 2	-1	-2	-0.4	0.7	-1	6	0.0	i	-2
49. CSCCC(=O)N(C)CC1CCCN(CCc2cccc(C(F)(F)F)c2)C1 (configuration not stated)
→ 3	-4	0	0.7	-1.3	5	3	-0.4	i	-3
50. CN(C)CCCNC(=O)c1ccc2[nH]c3ccccc3c2c1
→ 0	-7	-3	-1.2	0.5	-1	-6	-0.1	i	-1

# Following part.
# Order of results: SUMO1-SIM PPI	Scp1 inh	NadD inh	MsrA inh	LMPTP block	DNMT1 block	CSN deneddyl inh	TbMetRS inhib	Rpn11 inh	STEP inh
51. O=C(c1ccccc1)C1Oc2ccccc2C2CC(c3cccs3)=NN12 (configuration not stated)
→ -3	-1	6	0.5	1.9	-1	4	-0.2	i	1
52. COc1ccc(/C=C2\Oc3cc(OC(=O)N4CCOCC4)ccc3C2=O)c(OC)c1
→ -15	-14	0	1.0	2.5	-1	44*	-0.1	i	-1
53. COc1cc(/C=C/C(=O)Nc2ccc3[nH]c(=O)[nH]c3c2)cc(OC)c1OC
→ -17	2	-1	5.6*	-1.4	-3	-6	-0.5	i	0
54. CCCCc1nnc(NC(=O)C2CC(=O)N(c3ccc(C)cc3)C2)s1 (configuration not stated)
→ 1	-12	-3	0.8	0.1	0	2	-0.2	i	-3
55. Cc1ccc(NC(=O)NNC(=O)C2CC(c3cccs3)=NO2)cc1 (configuration not stated)
→ -1	-5	-3	1.8	0.1	0	3	-0.3	i	-3
56. CCOc1ccc(NCc2cc3c(C(C)(C)C)nn(-c4ccccc4)c3[nH]c2=O)cc1
→ -6	0	10	2.0	-0.9	-7	12	-2.0	i	-8
57. O=C(CCc1ccccc1)NCCC1=CCCCC1
→ 2	1	-3	0.4	-0.7	-12	4	-0.4	i	-2

# Screening data deposited in PubChem BioAssay by several laboratories.

# An unsorted share of the library. About 3.9% of those tested had a hit in this group.
